Screening results as filed in PubChem.
Shiga toxin inh: inhibitors of Shiga toxin in Vero cells; inhibition, % at 38.7 µM; Vero cells, Shiga toxin protein synthesis inhibition reporter; hit rate 9.2% among 290,000; in the data active = inhibition mostly above about 28%, no sharp cut-off; inactive = mostly below about 43%; note: 0% is about no effect
Pf growth 48h: P. falciparum growth inhibition at 48 hours (one generation); Potency, µM (series often up to 28.7 µM), for inactives: at the top dose activity change, negative = inhibition, most hits filed as inhibitors; P. falciparum luciferase growth in erythrocytes, 48 h; hit rate 5.9% among 310,000; AID 504832; note: potency is the fitted concentration of half-maximal effect; % is set by controls: 0 for no effect and ±100 for the full control effect
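Luciferase-expressing P. falciparum in infected erythrocytes (2% hematocrit, 0.1% parasitemia final) in RPMI 1640/0.5% Albumax were exposed to compound for 48 hours at 37 C, 5% CO2; growth read as luminescence.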
Pf growth 96h: P. falciparum growth inhibition at 96 hours; P. falciparum luciferase reporter growth, 96 h; Potency, µM (top dose mostly 28.7 µM), for inactives: at the highest dose activity change, negative = inhibition, hits mostly inhibitors; hit rate 6.9% among 320,000; AID 504834; note: potency is the fitted concentration of half-maximal effect; % is set by controls: 0 for no effect and ±100 for the full control effect
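Two parasite generations (96 h, 37 C, 5% CO2) of compound exposure in infected erythrocytes (0.05% parasitemia, 2% hematocrit). Luciferase-reporter P. falciparum; decreased luminescence indicates inhibited growth, aimed at apicoplast-acting delayed death.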
AmpC inh no detg: AmpC beta-lactamase inhibition without detergent; P00811; AmpC nitrocefin hydrolysis, absorbance 480 nm, 0.0001% Triton; Potency, µM (top dose mostly 57.1 µM), without a hit: at the top dose activity change, negative = inhibition, hits mostly inhibitors; hit rate 0.52% among 330,000; AID 485341;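 note: potency is the fitted concentration of half-maximal effect; plate controls were no compound for no effect and no enzyme for full effect; nearly all actives have a fitted effect of over 20% in size; some results filed as inactive show a strong effect at the top dose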
Target sequence (P00811 whole entry, looked up): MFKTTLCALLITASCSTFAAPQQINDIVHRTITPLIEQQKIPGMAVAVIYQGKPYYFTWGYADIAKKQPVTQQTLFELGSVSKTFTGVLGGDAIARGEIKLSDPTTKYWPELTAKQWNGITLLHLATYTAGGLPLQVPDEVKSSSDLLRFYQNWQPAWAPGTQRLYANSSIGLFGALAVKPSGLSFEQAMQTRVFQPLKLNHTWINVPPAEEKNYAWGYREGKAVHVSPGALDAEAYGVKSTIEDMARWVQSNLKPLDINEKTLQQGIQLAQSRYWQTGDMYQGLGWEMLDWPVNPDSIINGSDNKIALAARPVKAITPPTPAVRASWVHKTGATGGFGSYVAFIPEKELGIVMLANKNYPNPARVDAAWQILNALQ
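20 mM phosphate pH 7.0 + 0.01% (detergent screen) or 0.0001% Triton X-100; 5.3 nM AmpC reagent; cpd preinc 15 min RT; nitrocefin (800 uM stock) to start; A480 q20 s × 4 min; Activity was normalised to no-enzyme and no-compound control wells.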
Cycloheximide cs: affects cycloheximide protein synthesis inhibition readout, counter-screen | cell reporter, cycloheximide protein synthesis inhibition counterscreen | hit rate 12% among 300,000 | max response, %; in the data active = max response mostly above about 13%, no sharp cut-off; inactive = mostly below about 14%; note: read at 38.3 µM for the half of the compounds with a filed dose; 0% is about no effect
LmPK inh: LmPK (Leishmania mexicana) enzyme inhibition | Potency, µM (titrated, usually from 57.5 µM), inactives show top-dose activity change, negative = inhibition, usual class: inhibitors | Q27686 | hit rate 0.37% among 290,000 | purified LmPK, Kinase-Glo ATP luminescence, 1 h; note: potency is the fitted concentration of half-maximal effect; % is set by controls: 0 for no effect and ±100 for the full control effect
Target sequence (Q27686 whole entry, looked up): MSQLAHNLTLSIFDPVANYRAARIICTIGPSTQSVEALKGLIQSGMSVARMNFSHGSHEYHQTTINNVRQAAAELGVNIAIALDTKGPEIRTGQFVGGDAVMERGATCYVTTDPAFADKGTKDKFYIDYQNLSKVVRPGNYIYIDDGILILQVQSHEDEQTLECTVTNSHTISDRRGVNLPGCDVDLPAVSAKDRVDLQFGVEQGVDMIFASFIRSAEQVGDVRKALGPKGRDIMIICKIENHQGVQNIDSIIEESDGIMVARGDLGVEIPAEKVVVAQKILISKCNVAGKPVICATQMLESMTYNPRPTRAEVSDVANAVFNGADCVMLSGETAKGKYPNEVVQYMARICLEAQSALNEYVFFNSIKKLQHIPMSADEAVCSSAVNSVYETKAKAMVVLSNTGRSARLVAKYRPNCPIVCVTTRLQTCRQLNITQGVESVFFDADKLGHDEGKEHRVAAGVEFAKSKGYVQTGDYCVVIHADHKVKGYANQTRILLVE
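qHTS format; LmPK 0.1 nM; substrates PEP 0.5 mM and ADP 0.1 mM. One-hour room-temperature incubation, then coupled luciferase luminescence; 0.5 nM enzyme wells mark activation.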
Tb PYK inh: inhibitors of Trypanosoma brucei pyruvate kinase | Q57TT1 | TbPYK enzyme, Kinase-Glo Plus ATP luminescence, 45 min | Potency, µM (doses to about 76.8 µM), without a hit: at the highest dose activity, negative = inhibition, actives largely listed as inhibitors | hit rate 0.12% among 410,000; note: potency is the fitted concentration of half-maximal effect; % is set by controls: 0 for no effect and ±100 for the full control effect; nearly all actives have a fitted effect of over 50% in size
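Enzyme and substrate buffer are dispensed first and compound is pin-transferred. ADP at 130 uM final then starts the reaction, which runs 45 min at room temperature. Detection reagent is added for 10 min before luminescence is imaged.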
* = called active by the depositor; [ ] = dose if it differs, or a comment. Unless noted, calls come from the whole dose curve; as a rule, active = well fitted curve in the direction sought with a large enough effect; inconclusive = small, poorly fitted or top-dose-only effect, or another doubt; inactive = no such curve, though single readings can be large; an effect the other way counts as inactive or inconclusive.

Results for COC(=O)c1cccc(NC(=O)CSCc2ccccc2)c1 ?
Shiga toxin inh: 16; Pf growth 48h: -7%; Pf growth 96h: inconclusive; AmpC inh no detg: -26%; Cycloheximide cs: 19*; LmPK inh: -1%; Tb PYK inh: 0%

How did CCc1cc2c(-c3ccccc3)cc(=O)oc2cc1OCC(C)=O do in these assays?
Pf growth 48h: -24%; Pf growth 96h: 13µM*; AmpC inh no detg: 46%; Cycloheximide cs: -3; LmPK inh: -3%; Tb PYK inh: 3%

What do the screens show for `CN(CC(=O)N1CCCCCC1)S(=O)(=O)c1ccc(Br)s1`?
Shiga toxin inh: 80*; Pf growth 48h: 20%; Pf growth 96h: 34%[activator]; Cycloheximide cs: 33*; LmPK inh: 1%; Tb PYK inh: -1%

How did CC1CCN(C(=O)COC(=O)c2ccc(F)c(S(=O)(=O)N3CCOCC3)c2)CC1 do in these assays?
Shiga toxin inh: 15; Pf growth 48h: 66%[activator]; Pf growth 96h: 1%; AmpC inh no detg: 17%; Cycloheximide cs: 11; LmPK inh: -1%; Tb PYK inh: 0%

Results for CC1CC(NC(=O)/C(C#N)=C/c2ccc[nH]2)CC(C)(C)C1 (stereo not drawn) ?
Shiga toxin inh: -5; Pf growth 48h: inconclusive; Pf growth 96h: 3.3µM*; AmpC inh no detg: -24%; Cycloheximide cs: 5; LmPK inh: 5%; Tb PYK inh: 3%

How did COCCNC(=O)c1onc(CSc2nc3ccccc3[nH]2)c1C(=O)NCCOC do in these assays?
Shiga toxin inh: -3; Pf growth 48h: 18%; Pf growth 96h: inconclusive; AmpC inh no detg: -1%; Cycloheximide cs: -2; LmPK inh: -6%; Tb PYK inh: -2%

What do the screens show for `O=C1C2C(C(=O)N1/N=C/c1ccco1)C1C=CC2C12CC2` (stereo not drawn)?
Shiga toxin inh: 17; Pf growth 48h: 28%; Pf growth 96h: 43%[activator]; AmpC inh no detg: -7%; Cycloheximide cs: 4; LmPK inh: 4%; Tb PYK inh: 0%

Results for O=C(NCC1CCCO1)c1ccc(C(=O)NCC2CCCO2)cc1 (stereo not drawn) ?
Shiga toxin inh: -1; Pf growth 48h: 43%[activator]; Pf growth 96h: 0.47µM*; AmpC inh no detg: -7%; Cycloheximide cs: -2; LmPK inh: -3%; Tb PYK inh: -10%

Results for O=C(c1cccc2c1-c1ccccc1C2)N1CCCCC1 ?
Shiga toxin inh: -4; Pf growth 48h: -11%; Pf growth 96h: inconclusive; AmpC inh no detg: -4%; Cycloheximide cs: -1; LmPK inh: -1%; Tb PYK inh: -1%

How did N=c1c(C(=O)NC2CCCCC2)cc2c(=O)n3ccccc3nc2n1Cc1ccc(F)cc1 do in these assays?
Shiga toxin inh: 3; Pf growth 48h: 2.1µM*; Pf growth 96h: inconclusive; AmpC inh no detg: 0%; Cycloheximide cs: -5; LmPK inh: -3%; Tb PYK inh: 4%

How did Cc1ccccc1CC(=O)Nc1sc(C(C)C)cc1C(=O)N1CCOCC1 do in these assays?
Shiga toxin inh: -12; Pf growth 48h: inconclusive; Pf growth 96h: 101%[activator]; AmpC inh no detg: 57%; Cycloheximide cs: -3; LmPK inh: -14%; Tb PYK inh: 1%

How did COC(=O)c1cc(Oc2ccc(S(=O)(=O)N3CCOCC3)cc2[N+](=O)[O-])cc(C(=O)OC)c1 do in these assays?
Pf growth 48h: inconclusive; Pf growth 96h: inconclusive; AmpC inh no detg: -38%; Tb PYK inh: 0%

Results for CCN(CC)S(=O)(=O)c1ccc(Oc2ccccc2)c(N)c1 ?
Shiga toxin inh: 23; Pf growth 48h: -13%; Pf growth 96h: 16%; AmpC inh no detg: -12%; Cycloheximide cs: 1; LmPK inh: 4%; Tb PYK inh: -8%

Results for CCOc1ccc(OCCC(=O)N(CCCOC)c2c(N)n(Cc3ccccc3)c(=O)[nH]c2=O)cc1 ?
Pf growth 48h: inconclusive; Pf growth 96h: 0%; AmpC inh no detg: 44%; Tb PYK inh: 2%

What do the screens show for `CCOC(=O)CNC(=O)CSc1nnc(-c2ccncc2)n1-c1ccc(Cl)cc1`?
Shiga toxin inh: 18; Pf growth 48h: 14%; Pf growth 96h: 24%; AmpC inh no detg: 0%; Cycloheximide cs: 1; LmPK inh: -2%

What do the screens show for `Cc1ccc(OCC(=O)NCCCNC(=O)c2ccco2)cc1`?
Shiga toxin inh: -10; Pf growth 48h: -8%; Pf growth 96h: -1%; AmpC inh no detg: 11%; Cycloheximide cs: -3; LmPK inh: -1%; Tb PYK inh: 0%

What do the screens show for `O=C(NCC1CCCO1)/C(=C/c1ccccc1F)NC(=O)c1ccccc1` (stereo not drawn)?
Shiga toxin inh: -5; Pf growth 48h: 12%; Pf growth 96h: inconclusive; AmpC inh no detg: 1%; Cycloheximide cs: -3; LmPK inh: -7%; Tb PYK inh: -2%

How did Cc1nc2sccn2c(=O)c1S(=O)(=O)NCCc1ccccc1 do in these assays?
Shiga toxin inh: -10; Pf growth 48h: -3%; Pf growth 96h: 0%; AmpC inh no detg: -8%; Cycloheximide cs: -4; LmPK inh: -3%; Tb PYK inh: -1%

What do the screens show for `O=C1OCCC1Sc1nnc(-c2ccc(F)cc2)n1Cc1ccccc1` (stereo not drawn)?
Shiga toxin inh: -3; Pf growth 48h: 16%; Pf growth 96h: -13%; AmpC inh no detg: -5%; Cycloheximide cs: -5; LmPK inh: -1%; Tb PYK inh: 6%

How did CCOc1ccc(-n2ccnc2SCC(=O)Nc2nnc(CC)s2)cc1 do in these assays?
Shiga toxin inh: -15; Pf growth 48h: -12%; Pf growth 96h: inconclusive; AmpC inh no detg: -3%; Cycloheximide cs: 1; LmPK inh: 0%; Tb PYK inh: -9%

How did COc1ccc(C(=O)CSc2nccn2C)c(OC)c1 do in these assays?
Shiga toxin inh: 57*; Pf growth 48h: 135%[activator]; Pf growth 96h: 119%[activator]; AmpC inh no detg: -5%; Cycloheximide cs: 50*; LmPK inh: -18%; Tb PYK inh: -9%

What do the screens show for `Cc1ccc2c(c1)C1CN(C)CCC1N2C(=O)Cc1cccs1` (stereo not drawn)?
Shiga toxin inh: -5; Pf growth 48h: inconclusive; Pf growth 96h: 0.93µM*; AmpC inh no detg: -4%; Cycloheximide cs: -3; LmPK inh: 0%; Tb PYK inh: -5%

Results for O=C(CN(C(=O)CNC(=O)c1ccco1)c1ccc2c(c1)OCCO2)NC1CCCC1 ?
Shiga toxin inh: -5; Pf growth 48h: 64%[activator]; Pf growth 96h: 12%; AmpC inh no detg: 12%; Cycloheximide cs: 5; LmPK inh: -2%; Tb PYK inh: 8%

What do the screens show for `Cc1ccn2cc(-c3cccc(NC(=O)c4ccccc4)c3)nc2c1`?
Shiga toxin inh: 44*; Pf growth 48h: 32%[activator]; Pf growth 96h: 66%[activator]; AmpC inh no detg: -40%; Cycloheximide cs: 60*; LmPK inh: -8%; Tb PYK inh: 4%

How did O=C1OC(c2ccccc2)C2(CCCC2)C(=O)C12CCCC2 (stereo not drawn) do in these assays?
Shiga toxin inh: -6; Pf growth 96h: -11%; AmpC inh no detg: -11%; Cycloheximide cs: -2; LmPK inh: -4%; Tb PYK inh: -12%

What do the screens show for `COc1ccc(NC2=C(C(C)=O)C(c3ccccc3)C(C(C)=O)C(C)(O)C2)cc1` (stereo not drawn)?
Shiga toxin inh: 5; Pf growth 48h: 2%; Pf growth 96h: 27%; AmpC inh no detg: 69%[activator]; Cycloheximide cs: 0; LmPK inh: 1%; Tb PYK inh: -4%

How did Cn1c(=N)n(CC(=O)c2ccc(Br)s2)c2ccccc21 do in these assays?
Shiga toxin inh: 2; Pf growth 96h: -65%; AmpC inh no detg: -1%; Cycloheximide cs: 18; LmPK inh: 4%; Tb PYK inh: -2%

How did Cc1cccc(C(=O)NC2CCN(CC(=O)NCc3ccccc3F)CC2)c1 do in these assays?
Shiga toxin inh: -4; Pf growth 48h: inconclusive; Pf growth 96h: 4%; AmpC inh no detg: -4%; Cycloheximide cs: -5; LmPK inh: 11%; Tb PYK inh: 7%

How did COc1cc2c(cc1OC)C1=CC(=O)C(=O)N1C(C)(C)C2 do in these assays?
Shiga toxin inh: -3; Pf growth 48h: inconclusive; Pf growth 96h: 9%; AmpC inh no detg: 50%; Cycloheximide cs: 1; LmPK inh: 1%; Tb PYK inh: -3%

Results for O=C(COc1ccc(Br)cc1)N1CCOCC1 ?
Shiga toxin inh: 22; Pf growth 48h: 23%; Pf growth 96h: inconclusive; AmpC inh no detg: 8%; Cycloheximide cs: 18; LmPK inh: 3%; Tb PYK inh: 0%

Results for C/C(=N/NC(=O)C(C)n1nc(C)c([N+](=O)[O-])c1C)c1ccc(OCC(N)=O)cc1 (stereo not drawn) ?
Shiga toxin inh: 15; Pf growth 48h: -9%; Pf growth 96h: inconclusive; AmpC inh no detg: -5%; Cycloheximide cs: -2; LmPK inh: -2%; Tb PYK inh: 0%

How did O=C(NCCc1ccc(Cl)cc1)C1CCN(S(=O)(=O)N2CCCCC2)CC1 do in these assays?
Shiga toxin inh: -10; Pf growth 48h: -5%; Pf growth 96h: -6%; AmpC inh no detg: -5%; Cycloheximide cs: -4; LmPK inh: 1%; Tb PYK inh: 5%

What do the screens show for `CCc1ccc(CNc2ccc(O)cc2)cc1`?
Shiga toxin inh: 14; Pf growth 48h: 12µM*; Pf growth 96h: 56%[activator]; AmpC inh no detg: -34%; Cycloheximide cs: 9; LmPK inh: -1%; Tb PYK inh: 2%

How did Cc1ccc(C)c(N2CCN(S(=O)(=O)c3ccc4[nH]c(=O)ccc4c3)CC2)c1 do in these assays?
Shiga toxin inh: 3; Pf growth 48h: 0%; Pf growth 96h: 3%; AmpC inh no detg: -34%; Cycloheximide cs: 3; LmPK inh: 1%; Tb PYK inh: 2%

Results for CCC(=O)NCCCNc1nc2c(C)cccc2cc1C#N ?
Shiga toxin inh: -4; Pf growth 48h: 24%; Pf growth 96h: 3%; AmpC inh no detg: -11%; Cycloheximide cs: 10; LmPK inh: 1%; Tb PYK inh: -5%

How did COc1cccc(C(=O)OCCNC(=O)c2cccnc2)c1 do in these assays?
Shiga toxin inh: -9; Pf growth 48h: -1%; Pf growth 96h: -21%; AmpC inh no detg: -14%; Cycloheximide cs: 8; LmPK inh: 4%; Tb PYK inh: 4%

Filtered by structure: the entries above containing a furan ring, fused or not.
What do the screens show for `O=C1C2C(C(=O)N1/N=C/c1ccco1)C1C=CC2C12CC2` (stereo not drawn)?
Shiga toxin inh: 17; Pf growth 48h: 28%; Pf growth 96h: 43%[activator]; AmpC inh no detg: -7%; Cycloheximide cs: 4; LmPK inh: 4%; Tb PYK inh: 0%

What do the screens show for `Cc1ccc(OCC(=O)NCCCNC(=O)c2ccco2)cc1`?
Shiga toxin inh: -10; Pf growth 48h: -8%; Pf growth 96h: -1%; AmpC inh no detg: 11%; Cycloheximide cs: -3; LmPK inh: -1%; Tb PYK inh: 0%

Results for O=C(CN(C(=O)CNC(=O)c1ccco1)c1ccc2c(c1)OCCO2)NC1CCCC1 ?
Shiga toxin inh: -5; Pf growth 48h: 64%[activator]; Pf growth 96h: 12%; AmpC inh no detg: 12%; Cycloheximide cs: 5; LmPK inh: -2%; Tb PYK inh: 8%
